# High-throughput results as filed in PubChem.
# LYP phosphatase – PTPN22 lymphoid phosphatase activity blockers – biochemical, fluorescence intensity, uHTS (AID 1779); 0.054% of 290,000 active; inhibition, % at 11.5 µM, or IC50 in µM where a hit was titrated; recombinant LYP phosphatase, fluorescence intensity; higher % means a stronger effect;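 note: plate controls were vehicle with enzyme for no effect and no enzyme for full effect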
# Lipid droplet – modulators of hepatic lipid droplet formation; AML12 mouse hepatocytes, oleate lipid droplets, BODIPY imaging; AID 1656; inhibition, % at 6.5 µM; 0.4% of 240,000 active;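 active = lipid droplet intensity inhibited by at least 50%, with more than 500 cells counted; inconclusive = wells with under 300 cells, treated as cytotoxic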
#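 Material – mouse AML12 hepatocyte cell line, fixed after treatment · Compound dosing – one dose, 6.5 µM compound · Times – compound with oleate, overnight · Measured by – Image-based BODIPY and DAPI two-channel analysis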
# P. falciparum M1AAP – P. falciparum M1AAP inhibitors, biochemical, fluorogenic H-Leu-NHMec substrate, 1536-well (AID 1445) | recombinant M1AAP, H-Leu-NHMec fluorogenic kinetic assay; higher % means a stronger effect | inhibition, % at 30 µM; hits with a dose series show IC50 in µM | 0.42% of 220,000 active;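 active = primary inhibition above the hit cutoff, then over 50% inhibition at one or more dose response concentrations, cut at about 23% in these data, passing the limit was not always enough; inconclusive = conflicting primary data, or primary hits not chosen for dose response; inactive = low primary inhibition, or under 50% at every dose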;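 note: plate controls were DMSO full reaction for no effect and no enzyme background for full effect; strong numbers were not always called active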
# NOD2 inhibition – inhibition of NOD2-driven NF-kB reporter – cell-based, luminescence, uHTS, HEK293 (AID 1566); HEK293 NOD2/NF-kB luciferase reporter, luminescence; higher % means a stronger effect; inhibition, % at 4 µM; hits with a dose series show EC50 in µM; 0.63% of 290,000 active; note: many of its hits are not listed in these tables
# Siah-1 displacement – blockers of Siah-1 interaction with plectin peptide – biochemical, fluorescence polarization, rhodamine-plectin, uHTS, primary screen (AID 1817); 0.02% of 290,000 active; one-dose displacement, % at 20 µM; IC50 in µM for titrated hits; Siah-1 / rhodamine-plectin peptide fluorescence polarization; higher % means a stronger effect;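 active = displacement of at least 50% at 20 µM, with a fluorescence ratio check between 0.3 and a set limit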;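 note: plate controls were Siah plus tracer with DMSO for no effect and tracer alone without Siah for full effect; strong numbers were not always called active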
# AID2073 – disruptors of CaV2.2 binding to Mint1 – biochemical, HTRF (AID 2073). HTRF protein-protein interaction, Mint1-CaV2.2; higher % means a stronger effect. inhibition, % at 20 µM; hits with a dose series show IC50 in µM. 0.19% of 290,000 active; in the data active = inhibition mostly above about 51%, no sharp cut-off; inconclusive = no clear call, values can overlap the other calls; inactive = mostly below about 53%; note: some results filed as inactive read as strong as hits
# XIAP antagonists – small molecules displacing peptide from XIAP – biochemical, IAP family, fluorescence polarization (AID 1018) | XIAP BIR domain, fluorescence polarization peptide displacement; higher % means a stronger effect | 0.007% of 200,000 active | one-dose displacement, % at 20 µM; IC50 in µM for titrated hits; in the data active = displacement above about 50%; note: a part of the inactive calls stands beside numbers as strong as those of hits
# M17LAP inhibition – P. falciparum M17LAP inhibitors, primary screen, biochemical, fluorogenic H-Leu-NHMec substrate, 1536-well (AID 1619). recombinant M17LAP, H-Leu-NHMec fluorogenic kinetic assay; higher % means a stronger effect. inhibition, % at 30 µM; hits with a dose series show IC50 in µM. 0.38% of 220,000 active;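 active = compound inhibiting the enzyme by more than half at any dose during confirmatory dose-response retesting; inconclusive = strong single-dose inhibitors picked by rank but not retested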;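 note: plate controls were full reaction with DMSO carrier for no effect and no enzyme background for full effect; strong numbers were not always called active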
# CSM14.1 death rescue – protection against thapsigargin-triggered cell killing – 384-well, CSM14.1, ATP luminescence, primary screen (AID 1222) | CSM14.1 thapsigargin-induced death rescue, ATP luminescence; higher % means a stronger effect | cellular ATP content (survival), % at 20 µM; hits with a dose series show EC50 in µM | 190,000 tested, under 10 active;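 active = EC50 below 50 µM in the dose-response confirmation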;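 note: death triggered by thapsigargin at about 15 µM added after 2 h compound pretreatment; cell ATP read after overnight thapsigargin exposure of roughly 18 to 22 hours; normalized against plate controls of thapsigargin alone and 5% DMSO vehicle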
# Lipid droplet cells 6.5 µM – recorded beside Lipid droplet, whose call it bears; cell count; measured here: cell count, cytotoxicity flag;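 cells counted across two imaged fields per well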
# Active calls of the source: *; ? = inconclusive; nt = no result given. Cut-off read from the data, not from the text of the source, unless noted: active = inhibition above about 50%; inactive = the rest.
SMILES | LYP phosphatase | Lipid droplet | Lipid droplet cells 6.5 µM | P. falciparum M1AAP | NOD2 inhibition | Siah-1 displacement | AID2073 | XIAP antagonists | M17LAP inhibition | CSM14.1 death rescue
Cc1cc(C)n(CCO)c(=O)n1 | -13% | 3 | 691 | -4% | 4% | 0% | 2% | -1.6% | -7% | -1.4%
COc1ccc(-c2cc3ccccc3n2CC(O)CNCCO)cc1 (stereo not drawn) | 0% | nt | nt | 4% | 6% | 3% | 9% | -2.2% | 15% | -3.0%
Nc1ccccc1Oc1c(F)c(F)c(Oc2ccccc2N)c(F)c1F | -2% | 2 | 680 | -3% | 19% | 2% | -4% | -2.1% | -12% | 1.9%
C=CCc1cc(Cl)ccc1OCCn1ccnc1 | -10% | -6 | 796 | nt | 13% | -1% | 8% | nt | nt | nt
CCN(CC)C(=O)Oc1ccc(Br)cc1C(=O)Nc1ccc(F)c(Cl)c1 | 5% | 1 | 774 | 19% | -12% | 0% | 4% | nt | 11% | nt
Clc1ccc(Cl)c2sc(N3CCCC3)nc12 | -7% | nt | nt | 1% | -3% | 0% | 14% | -6.3% | -9% | -2.4%
COc1cccc(N2CCN(CC(=O)Nc3nnc(-c4ccccc4)s3)CC2)c1 | -31% | 59* | 728* | -6% | -5% | -6% | 2% | -9.7% | 3% | -0.4%
CC1CC(C)(C)NCc2ccccc21 (stereo not drawn) | 0% | nt | nt | 11% | 18% | -2% | 2% | -2.5% | 4% | -0.9%
COc1ccc(C2C(C#N)=C(N)N(c3cccnc3)C3=C2C(=O)CCC3)cc1Cn1cc([N+](=O)[O-])cn1 (stereo not drawn) | -3% | nt | nt | 11% | 10% | -3% | -2% | -14% | 7% | 0.1%
CCCCc1cc(=O)oc2cc(C)cc(OC(C)C(=O)NCC3CCC(C(=O)O)CC3)c12 (stereo not drawn) | -10% | 0 | 818 | nt | 7% | -4% | 25% | nt | nt | nt
CCOC(=O)CNC(=O)CSc1nc2sc(C)c(C)c2c(=O)n1C | -6% | nt | nt | 7% | 18% | -1% | -9% | -2.4% | 4% | -1.4%
CCOc1cc(N2CCOCC2)c(OCC)cc1NC1=NCCCCC1 | -4% | nt | nt | 7% | 2% | 1% | -10% | 12% | -3% | 0.3%
COc1cc(Cl)c(C)cc1NC(=O)CCCN1C(=O)CCC1=O | -12% | -6 | 764 | 8% | 6% | 0% | -4% | -2.5% | 1% | -2.7%
C=CCNC(=S)N/N=C/c1ccc(N(CC)Cc2ccccc2)cc1 | -2% | 0 | 594 | 11% | 16% | 5% | -3% | -4.9% | -1% | 0.1%
CCc1nc(SCC(=O)Nc2ccccc2OC)n[nH]1 | -6% | -17 | 760 | nt | 21% | 6% | 13% | nt | nt | nt
O=C(Nc1nnc(CCc2ccccc2)s1)c1cccc(F)c1 | -7% | 0 | 855 | nt | -14% | -2% | 17% | nt | nt | nt
COc1ccc2oc(C)c(C(=O)NN)c2c1 | -8% | -11 | 731 | 1% | 1% | -1% | -15% | -2.3% | 27µM* | -0.6%
CCOc1ccc(Nc2cc(=O)oc3ccccc23)cc1 | -2% | nt | nt | 3% | 19% | 6% | 3% | -3.4% | 5% | -0.6%
COc1ccc(OC)c(NS(=O)(=O)c2cc(OC)ccc2OC)c1 | -7% | -17 | 720 | 9% | -4% | 0% | -3% | -0.3% | -6% | -2.2%
COc1ccc(N2CCN(C(c3ccccc3OC)c3nnnn3C3CCCC3)CC2)cc1 (stereo not drawn) | 1% | nt | nt | 5% | -6% | 0% | -19% | -5.6% | 20% | 0.5%
COc1ccccc1C(=O)NCC(=O)NC(C)c1ccc(-n2ccnc2)cc1 (stereo not drawn) | 1% | -6 | 731 | nt | 2% | -6% | 8% | nt | nt | nt
COc1ccccc1-n1c(-c2cc(-c3ccco3)[nH]n2)n[nH]c1=S | -3% | 13 | 730 | 18% | 4% | 2% | -6% | nt | 6% | nt
CCC1(C)Cc2ccccc2-c2[nH]c(=S)[nH]c(=O)c21 (stereo not drawn) | -6% | -1 | 770 | nt | 2% | 2% | ? | nt | nt | nt
O=c1c2c3c(sc2nc2sc(CN4CCOCC4)cn12)CCCC3 | 0% | 8 | 693 | 1% | -29% | -4% | 3% | -11% | 1% | nt
CN(Cc1ccccc1O)CC1CCCN(CCc2ccc(Cl)cc2)C1 (stereo not drawn) | -8% | 0 | 778 | nt | 6% | 1% | -3% | nt | nt | nt
COc1ccccc1N(CC(=O)NCc1cccnc1)S(C)(=O)=O | -1% | nt | nt | -3% | 7% | 8% | -2% | -5.7% | 12% | -1.0%
CCOc1ccc(C(=O)NC(=S)Nc2ccc(NC(=O)C(C)C)cc2)cc1[N+](=O)[O-] | -11% | 9 | 719 | 5% | 4% | 3% | -3% | -3.5% | 14% | 0.2%
CSc1nnc(NC(=O)c2nc(S(=O)(=O)Cc3ccccc3F)ncc2Cl)s1 | -4% | 11 | 792 | nt | -8% | -1% | 36% | nt | nt | nt
Cc1c(-c2ccccc2)sc(N)c1C(=O)N1CCOCC1 | -4% | nt | nt | 10% | 10% | 2% | 41% | -3.1% | -6% | -1.6%
COc1ccc(N=Nc2[nH]c3ccc(C)cc3c2O)cc1 | -1% | 8 | 653 | 7% | -13% | 1% | -1% | -4.3% | -27% | -2.5%
O=C(Cc1cccc(C(F)(F)F)c1)Nc1cccc(S(=O)(=O)N2CCCC2)c1 | -3% | -15 | 827 | nt | 10% | 1% | 12% | nt | nt | nt
CCOc1ccc(Br)cc1S(=O)(=O)N1CCCN(C)CC1 | -5% | -28 | 834 | nt | -14% | 1% | 22% | nt | nt | nt
O=C(O)CCCn1cc(NC(=O)c2sc3ccccc3c2Cl)cn1 | 3% | -1 | 702 | nt | 18% | 3% | 12% | nt | nt | nt
CCOC(=O)C1CCN(C(c2cc3c(C)ccc(C)c3[nH]c2=O)c2nnnn2C2CCCCC2)CC1 (stereo not drawn) | 12% | nt | nt | -3% | 4% | 4% | 17% | 17% | 6% | 1.9%
CSc1cccc(N/C(=N/S(=O)(=O)c2ccccc2)NN)c1 | -2% | -10 | 630 | nt | 14% | 34% | -8% | nt | nt | nt
N#C/C(=C\c1ccc(F)c(F)c1)C(=O)NC1CCCCC1 | -8% | -1 | 656 | 0% | 10% | -2% | 3% | -2.8% | 1% | -1.7%
CCS(=O)(=O)c1nc(S(=O)(=O)c2ccc(C)cc2)c(N2CCN(C)CC2)s1 | -4% | -11 | 727 | nt | 20% | -1% | 0% | nt | nt | nt
COCCNC(=O)NC(=O)CN1CCCc2ccccc21 | -3% | 18 | 694 | -2% | -17% | 5% | -3% | -3.8% | -6% | nt
CCOC(=O)c1c(NC(=O)c2ccc(Br)o2)sc2c1CCCC2 | -1% | nt | nt | 7% | 25% | 0% | 15% | -1.8% | 2% | -1.4%
Cc1ccnc(NS(=O)(=O)c2ccc3ccccc3c2)n1 | -9% | 2 | 814 | nt | -20% | -2% | 4% | nt | nt | nt
O=C(C1CCN(c2nnnn2-c2ccccc2)CC1)N1CCN(c2ccccc2)CC1 | -11% | 5 | 706 | 4% | 3% | 7% | 8% | -6.6% | -3% | -1.8%
Nc1nc(SCc2ccccc2)ns1 | -1% | 14 | 777 | 8% | -22% | 3% | -26% | -1.7% | 8% | 1.4%
CC(C)CN(C(=O)CN1CCOCC1)c1c(N)n(CC(C)C)c(=O)[nH]c1=O | -4% | 7 | 676 | 0% | 14% | 6% | -5% | -2.2% | 5% | 0.9%
CN(C(=O)c1ccc(OC2CCN(CCc3ccccc3)CC2)cc1)C1CCCCC1 | -7% | -4 | 618 | -3% | 7% | 1% | 24% | -5.4% | 2% | 3.1%
O=c1c2ccccc2nc(SCc2ccccc2F)n1C1CCCC1 | -1% | -17 | 657 | -1% | 9% | 1% | 4% | -3.3% | -4% | 0.5%
CC(=O)Nc1ccc(N2CCN(c3ccc(C(F)(F)F)cn3)CC2)nc1 | -10% | -6 | 739 | -4% | 11% | -1% | 1% | nt | -1% | nt
O=C(Nc1ccccc1)N1CCCC(c2nc(-c3cccs3)no2)C1 (stereo not drawn) | -6% | nt | nt | 2% | 2% | -2% | -6% | 2.4% | 15% | 0.2%
O=C(c1ccc(-c2ccccc2)cc1)N1CCN(C(=O)c2ccco2)CC1 | -10% | nt | nt | 3% | 12% | -3% | -8% | -6.8% | -3% | 1.7%
NS(=O)(=O)c1ccc(Sc2ccc3c(c2)CCC3)nc1 | 6% | 1 | 810 | nt | 7% | 0% | 5% | nt | nt | nt
OCCCNc1c2c(nc3cc(-c4ccc(Cl)cc4)nn13)CCC2 | -11% | -7 | 721 | -1% | 2% | 3% | 13% | -4.8% | -3% | 0.0%
O=C(N/C(=C/c1ccc2c(c1)OCO2)C(=O)N1CCOCC1)c1cccs1 | -1% | nt | nt | 12% | -2% | 4% | 7% | 11% | 29% | -0.6%

# An excerpt from above in order of SMILES length, ascending.
SMILES | LYP phosphatase | Lipid droplet | Lipid droplet cells 6.5 µM | P. falciparum M1AAP | NOD2 inhibition | Siah-1 displacement | AID2073 | XIAP antagonists | M17LAP inhibition | CSM14.1 death rescue
Cc1cc(C)n(CCO)c(=O)n1 | -13% | 3 | 691 | -4% | 4% | 0% | 2% | -1.6% | -7% | -1.4%
CC1CC(C)(C)NCc2ccccc21 (stereo not drawn) | 0% | nt | nt | 11% | 18% | -2% | 2% | -2.5% | 4% | -0.9%
CCOc1ccc(Nc2cc(=O)oc3ccccc23)cc1 | -2% | nt | nt | 3% | 19% | 6% | 3% | -3.4% | 5% | -0.6%
O=c1c2ccccc2nc(SCc2ccccc2F)n1C1CCCC1 | -1% | -17 | 657 | -1% | 9% | 1% | 4% | -3.3% | -4% | 0.5%
N#C/C(=C\c1ccc(F)c(F)c1)C(=O)NC1CCCCC1 | -8% | -1 | 656 | 0% | 10% | -2% | 3% | -2.8% | 1% | -1.7%
CN(Cc1ccccc1O)CC1CCCN(CCc2ccc(Cl)cc2)C1 (stereo not drawn) | -8% | 0 | 778 | nt | 6% | 1% | -3% | nt | nt | nt
O=C(c1ccc(-c2ccccc2)cc1)N1CCN(C(=O)c2ccco2)CC1 | -10% | nt | nt | 3% | 12% | -3% | -8% | -6.8% | -3% | 1.7%
O=C(Cc1cccc(C(F)(F)F)c1)Nc1cccc(S(=O)(=O)N2CCCC2)c1 | -3% | -15 | 827 | nt | 10% | 1% | 12% | nt | nt | nt
CCCCc1cc(=O)oc2cc(C)cc(OC(C)C(=O)NCC3CCC(C(=O)O)CC3)c12 (stereo not drawn) | -10% | 0 | 818 | nt | 7% | -4% | 25% | nt | nt | nt
COc1ccc(C2C(C#N)=C(N)N(c3cccnc3)C3=C2C(=O)CCC3)cc1Cn1cc([N+](=O)[O-])cn1 (stereo not drawn) | -3% | nt | nt | 11% | 10% | -3% | -2% | -14% | 7% | 0.1%

# These rows are one share of the data, so the mix of outcomes need not match the whole.
